Screening data: PubChem BioAssay, several laboratories
TCR-CD3 inh: inhibitors of human TCR-CD3 interaction, primary screen, biochemical, fluorescence, TAMRA-labeled TCR probe; 360,000 tested, 0.37% active; inhibition, % at 9.4 µM; AID 651800, 2012; in the data active = inhibition above about 19%;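 also: recombinant mutant TCR 2C K166C tagged with TAMRA read by polarization; 0% = receptor in buffer alone and 100% = receptor with positive control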
rCAG RNA binder: binders of r(CAG) RNA repeats, primary screen, biochemical, fluorescence; r(CAG) RNA repeat, TO-PRO-1 dye displacement fluorescence; 370,000 tested, 1.3% active; inhibition, % at 3 µM;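 active = inhibition above the plate cutoff, the mean of all test compounds on that plate plus 3 SD, cut at about 35% in these data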;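 also: 0% = DMSO alone and 100% = 100 µM mitoxantrone as full dye displacement; higher means more dye released from RNA so lower well fluorescence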
PRMT1 FP inh: PRMT1 methyltransferase inhibitors, primary screen, biochemical, fluorescence polarization | 370,000 tested, 1.3% active | recombinant PRMT1, activity-based probe fluorescence polarization | Protein arginine N-methyltransferase 1 (Homo sapiens), Q99873 | inhibition, % at 2.79 µM;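 active = inhibition above about 21% made by adding two undisclosed values, limit read from the data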
HTRA1 inhibitor: HTRA1 serine protease inhibitors, primary screen, biochemical, fluorescence polarization, HTS; 340,000 tested, 0.5% active; recombinant HTRA1, FP-rhodamine activity-based probe; inhibition, % at 5.96 µM; Q92743; in the data active = inhibition above about 36%;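 also: 0% = enzyme with DMSO and 100% = wells lacking enzyme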
MBD2 inh: inhibitors of MBD2 binding to methylated DNA, primary screen, biochemical, TR-FRET, DNA-binding domain, human | 370,000 tested, 0.31% active | inhibition, % at 4.4 µM | AID 686964, 2013 | MBD2 binding to methylated oligonucleotide; in the data active = inhibition above about 13%
Target sequence (Q9UBB5 whole entry, looked up, the tested form may be a part): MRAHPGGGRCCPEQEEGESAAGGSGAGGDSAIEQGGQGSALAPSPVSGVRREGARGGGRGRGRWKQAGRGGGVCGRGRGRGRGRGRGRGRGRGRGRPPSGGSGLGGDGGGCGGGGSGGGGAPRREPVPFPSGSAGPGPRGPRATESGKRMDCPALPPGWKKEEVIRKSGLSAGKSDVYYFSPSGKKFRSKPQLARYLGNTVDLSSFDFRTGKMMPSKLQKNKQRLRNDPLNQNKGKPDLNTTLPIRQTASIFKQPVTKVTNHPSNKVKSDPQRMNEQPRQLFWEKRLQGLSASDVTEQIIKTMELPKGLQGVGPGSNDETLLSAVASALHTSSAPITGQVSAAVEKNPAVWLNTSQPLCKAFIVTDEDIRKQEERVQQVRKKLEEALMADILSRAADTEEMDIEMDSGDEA
GC-B act: human GC-B receptor activators, primary screen, HEK293 GC-B cells, cGMP TR-FRET, EC30 CNP | activation, % at 10 µM | 0% at EC30 CNP, 100% saturating CNP | 370,000 tested, 0.11% active | Atrial natriuretic peptide receptor 2 (Homo sapiens), P20594;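 active = activation at 10 µM reaching about 35% in either raw or pattern-adjusted values, limit read from the data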
mABHD4 FP: ABHD4 inhibitors, primary screen, biochemical, fluorescence polarization, mouse | (Lyso)-N-acylphosphatidylethanolamine lipase (Mus musculus), Q8VD66 | purified mABHD4, FP-Rh probe fluorescence polarization | inhibition, % at 8.92 µM | 370,000 tested, 0.54% active | AID 720543, 2013;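 active = inhibition exceeding the mean over every tested compound plus 3 SD, cut at about 30% in these data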;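 also: 0% = plate median of compound wells and 100% = S159A mutant with DMSO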
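Test system: mouse ABHD4 enzyme, wild type. Reagent: FP-Rh fluorescent activity-based probe, added after compound pre-incubation. Timing: pre-incubation 45 min, probe exposure 60 min, at 25 °C. Technique: FP readout, ex 525 nm / em 598 nm. Benchmarks: high control S159A mutant with DMSO, low control median of compound wells.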
SIAE primary: human SIAE inhibitors, primary screen, biochemical, fluorescence polarization, FP-Rh probe, 1536-well HTS. Sialate O-acetylesterase (Homo sapiens), Q9HAT2. SIAE FP-Rh probe binding. inhibition, % at 9.66 µM. 370,000 tested, 0.69% active;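 active = inhibition above a cutoff: mean of compounds within the control limits plus 3 SD of those, cut at about 17% in these data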;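 also: 0% = plate median of compound wells and 100% = probe without SIAE protein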
Target sequence (Q9HAT2 whole entry, looked up): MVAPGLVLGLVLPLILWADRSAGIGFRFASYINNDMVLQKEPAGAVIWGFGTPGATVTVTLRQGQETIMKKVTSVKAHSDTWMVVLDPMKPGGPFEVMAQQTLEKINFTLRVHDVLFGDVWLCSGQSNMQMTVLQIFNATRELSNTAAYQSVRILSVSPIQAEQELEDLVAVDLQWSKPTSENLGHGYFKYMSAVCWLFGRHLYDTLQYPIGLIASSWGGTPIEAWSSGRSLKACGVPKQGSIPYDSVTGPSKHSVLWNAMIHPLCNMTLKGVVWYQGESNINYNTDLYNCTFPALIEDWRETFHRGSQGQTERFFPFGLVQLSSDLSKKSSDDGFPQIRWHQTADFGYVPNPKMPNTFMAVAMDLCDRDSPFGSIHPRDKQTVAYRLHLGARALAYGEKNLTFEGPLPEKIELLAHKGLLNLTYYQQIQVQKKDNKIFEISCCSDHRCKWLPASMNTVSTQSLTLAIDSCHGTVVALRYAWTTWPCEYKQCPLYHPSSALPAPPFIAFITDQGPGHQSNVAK
TDP2 inh: human TDP2 enzyme inhibitors, primary screen, biochemical, epi absorbance, recombinant enzyme; Tyrosyl-DNA phosphodiesterase 2 (Homo sapiens), O95551; T5PNP hydrolysis, p-nitrophenol absorbance 415 nm; inhibition, % at 12.8 µM; 370,000 tested, 0.34% active;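 active = inhibition above the mean of all tested compounds plus 3 SD, set per campaign, cut at about 25% in these data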;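 also: 0% = DMSO with enzyme and 100% = buffer with substrate but no TDP2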
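test system = human TDP2 enzyme | input = TDP2 enzyme at 120 nM final | medium = 50 mM Tris-HCl pH 7.5 with Mg2+, KCl, DTT, BSA | also added = T5PNP substrate, 5 mM | times = 2 h at 37 °C | technique = epi absorbance | benchmarks = high control without enzyme, low control DMSO plus TDP2 | replication = each compound tested once, singlicate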
LEDGF integ inh: blockers of LEDGF/p75-dependent integrase strand transfer – biochemical, TR-FRET, high throughput, primary screen; HIV-1 integrase (with human LEDGF/p75); inhibition, % at 3.7 µM; 370,000 tested, 0.64% active; TR-FRET IN-LEDGF/p75 DNA integration, Eu/Cy5;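 active = inhibition above the screen-wide mean plus 3 SD, cut at about 13% in these data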;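 also: signal is the Cy5 over europium emission ratio at 671 and 618 nm; 0% = plate median of compound wells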
* hit, by the source's call; / = no result given. Only part of the results is shown; the hit share may differ from the screen's.

SMILES	TCR-CD3 inh	rCAG RNA binder	PRMT1 FP inh	HTRA1 inhibitor	MBD2 inh	GC-B act	mABHD4 FP	SIAE primary	TDP2 inh	LEDGF integ inh
NC(=O)CCc1nc2cc(C(F)(F)F)ccc2n(Cc2ccccc2)c1=O	-5	-4	2	-7	3	5	-3	-2	9	-3
CCCCN(CC)CCNC(=O)c1cc2c(=O)[nH]c3ccc(C)cc3c2s1	-7	20	4	-2	0	0	0	-5	-5	-3
O=C(CCc1ccccc1)Nc1ccccc1C(=O)N1CCOCC1	4	-1	-1	5	4	4	-1	-2	-4	2
CC1Cc2cc(/C(O)=C3/C(=O)C(=O)N(CCCn4ccnc4)C3c3cccnc3)ccc2O1 (centres undefined)	4	5	-1	7	-3	5	4	4	3	1
CC(=O)c1cccc(NC(=O)/C(=C\c2ccco2)NC(=O)c2cccs2)c1	2	6	19	-1	1	-3	8	-2	3	3
COc1ccc(CNC(=O)C(c2ccncc2)N(C(=O)Cc2cccs2)c2cccnc2)cc1 (centres undefined)	6	2	1	-1	0	-2	-4	-5	-11	-5
O=C(O)/C=C/c1cccc(NC(=O)Nc2ccc([N+](=O)[O-])cc2)c1	0	6	4	-9	4	6	30*	0	-6	3
CC(C)OCCCNCc1cccs1	3	3	-2	4	0	2	0	-2	5	-1
O=C(O)Cc1c(-c2ccccc2Cl)c2cc(Br)ccc2[nH]c1=O	-2	8	6	4	5	-5	-4	3	-4	8
COCCOc1ccc(C(F)(F)F)cc1Nc1nc2ccccc2o1	-5	6	7	-27	5	-11	-13	-4	-6	3
NS(=O)(=O)c1cc(Cl)c(Cl)c(S(N)(=O)=O)c1	6	2	-2	-2	-1	-1	0	2	3	6
COC(=O)CCC/C=C1/SCC(NC(=O)c2ccccc2)C1NC(C)=O (centres undefined)	-1	-5	7	3	3	2	-2	1	-2	-2
O=C(COc1ccc(C(=O)c2ccccc2)cc1)NC1CCCCCC1	-2	-7	-1	-15	0	1	-8	3	4	3
CCOP(=O)(c1ccccc1)C1(O)CCCCC1 (centres undefined)	-2	0	-2	3	-4	-2	4	-3	-5	4
CN1C(=O)[C@@H]2[C@@H]3C[C@@H]([C@H]4ON=C(c5ccc(Cl)cc5)[C@@H]34)[C@@H]2C1=O	-1	4	-2	1	0	-4	6	-5	-6	1
Cc1cc(C)n(-c2cc(N3CCN(S(=O)(=O)c4ccc(Cl)cc4)CC3)ccc2[N+](=O)[O-])n1	8	1	-1	-17	5	-7	6	0	4	1
CC(=O)N1CCc2cc(S(=O)(=O)NCCC(=O)NCCc3ccc(Cl)cc3)ccc21	2	-2	-3	2	1	1	-3	3	4	5
Cc1cc(C)n(CCOc2nonc2N)n1	10	-2	2	0	-3	2	1	0	6	6
CC1CCN(c2ccc3c(c2)S(=O)(=O)c2cccc(C(=O)NC4CCCCC4)c2C3=O)CC1	4	-1	1	-12	2	0	-7	-7	-2	-1
COc1ccc(OCC(=O)Nc2ccc(N3CCN(C(=O)c4ccccc4C)CC3)cc2)cc1	1	-10	0	0	0	1	-2	1	-8	4
O=C(Nc1ccc(Cl)c(S(=O)(=O)N2CCOCC2)c1)[C@@H]1CCCN1C(=O)c1cccs1	4	4	3	2	-2	-1	4	-3	2	2
Cc1cc(C)nc(NC(=S)N2CCN(c3ccc(C(F)(F)F)cn3)CC2)c1	/	/	8	/	0	-7	8	-2	-2	5
CC(=O)NS(=O)(=O)c1ccc(NC(=O)CSc2ccccc2)cc1	-3	3	-3	5	-1	-1	0	-2	14	-1
COC(=O)CCNS(=O)(=O)c1ccc2ccccc2c1	-2	-2	0	-1	2	-1	6	-8	-1	-5
CC(C)[C@H](NC(=O)N1CC(=O)Nc2ccccc21)C(=O)N1CCC[C@@H]1C(=O)O	2	1	1	-5	1	3	1	3	0	-2
O=C(NCCC1=CCCCC1)C1CCC(=O)N(Cc2cccc(C(F)(F)F)c2)C1 (centres undefined)	0	-9	2	0	2	-5	-3	2	-7	1
COc1ccc(N(C(=O)c2snc(C(N)=O)c2N)C(CC(C)C)C(=O)NCC2CCCO2)cc1 (centres undefined)	3	-1	-1	-9	3	0	4	0	-3	0
Cc1cc(SCn2nnc3ccccc3c2=O)nc2ccccc12	6	6	2	2	-4	5	2	2	6	-4
CC(NC(=O)C1CC(=O)N(c2ccc3c(c2)OCCO3)C1)c1ccccc1 (centres undefined)	9	3	-2	-3	-1	-1	3	7	9	-1
COc1ccc(C2OC3=C(Nc4cc(C)c(C)cc4N3)C2=O)cc1 (centres undefined)	-1	0	-5	-4	4	5	-2	-2	12	-3
c1nc(NCC2CCCO2)c2cc(-c3ccc4c(c3)OCO4)ccc2n1 (centres undefined)	/	/	-1	/	-5	6	1	-4	4	-4
c1ccc(-c2oc3ncnc(NCCCN4CCOCC4)c3c2-c2ccccc2)cc1	4	-4	-1	-23	2	7	8	-7	-7	3
CC(=O)N1N=C(c2cccs2)CC1c1ccc(C)o1 (centres undefined)	-3	-2	0	8	3	0	2	-4	7	3
O=C1C=C(c2ccccc2)CC(c2ccc(F)cc2)C1 (centres undefined)	-5	-5	1	-9	-3	-7	-9	1	1	-1
CCn1c(=O)c(C(=O)NNS(=O)(=O)c2ccc(C)cc2)c(O)c2ccccc21	6	25	-6	-21	-7	1	-11	13	2	1
COc1ccc(C2CC(=O)C(c3ccc(F)cc3)=CN2Cc2ccccc2)cc1 (centres undefined)	15	1	-1	/	1	-4	2	3	0	-3
CC1(C)C(C=C(Cl)Cl)C1C(=O)N/N=C/c1ccccc1F (centres undefined)	-2	5	3	-14	-4	4	11	-3	-15	-6
Cc1cccc(CN2CCN(C3CCCC3)C(CCO)C2)n1 (centres undefined)	-3	0	0	4	6	4	1	5	1	2
O=C(CSc1nnnn1C1CCCCC1)NCc1cccs1	8	-1	-1	-6	4	0	7	2	8	1
O=C(c1cccc(N2CCCC2=O)c1)N1CCN(c2ccc(F)cc2)CC1	2	-5	2	2	11	-2	5	0	-2	0

Laid out differently: entries from further up
Sequence of screens – TCR-CD3 inh | rCAG RNA binder | PRMT1 FP inh | HTRA1 inhibitor | MBD2 inh | GC-B act | mABHD4 FP | SIAE primary | TDP2 inh | LEDGF integ inh
c1ccc(-c2oc3ncnc(NCCCN4CCOCC4)c3c2-c2ccccc2)cc1
  4 | -4 | -1 | -23 | 2 | 7 | 8 | -7 | -7 | 3
CC(=O)N1N=C(c2cccs2)CC1c1ccc(C)o1 (centres undefined)
  -3 | -2 | 0 | 8 | 3 | 0 | 2 | -4 | 7 | 3
O=C1C=C(c2ccccc2)CC(c2ccc(F)cc2)C1 (centres undefined)
  -5 | -5 | 1 | -9 | -3 | -7 | -9 | 1 | 1 | -1
CCn1c(=O)c(C(=O)NNS(=O)(=O)c2ccc(C)cc2)c(O)c2ccccc21
  6 | 25 | -6 | -21 | -7 | 1 | -11 | 13 | 2 | 1

The listing continues:
SMILES	TCR-CD3 inh	rCAG RNA binder	PRMT1 FP inh	HTRA1 inhibitor	MBD2 inh	GC-B act	mABHD4 FP	SIAE primary	TDP2 inh	LEDGF integ inh
COc1ccccc1C#Cc1cnc2c(c1)C(=O)N([C@H](C)CO)C[C@@H](C)[C@@H](CN(C)C(=O)c1ccc3c(c1)OCO3)O2	1	5	-1	-3	0	2	4	-1	-2	5
CCN(c1ccccc1)S(=O)(=O)c1cccc(C(=O)NCC(c2ccc(OC)cc2)N2CCCCC2)c1 (centres undefined)	7	4	0	-11	-2	-2	1	-6	-2	-1
CNC(=O)c1nnn(Cc2ccccc2)c1NC(=O)C(F)(F)F	13	2	2	-1	-1	4	-3	2	2	0
CSc1ccccc1NC(=O)C1(C)CCN1C(=O)Cc1ccccc1Cl (centres undefined)	-4	-2	2	/	0	-5	-5	1	4	-1
Cc1cc(=O)oc(C)c1C(=O)NCCNC(=O)c1c(C)cc(=O)oc1C	-6	2	0	-3	0	-3	2	1	-1	1
CCn1c(SCC(=O)Nc2ccccc2N2CCOCC2)nnc1-c1ccccc1	-6	-8	-3	4	1	-6	-3	7	9	1
C[C@@H]1O[C@@H]1P(=O)(O)O	2	4	-4	0	-3	5	-4	1	8	2
CCC(=O)Nc1cccc(C2=NOC3(C2)C[C@@H](C(N)=O)N(C(=O)c2ccccc2C(=O)c2ccccc2)C3)c1 (some centres undefined)	-2	4	0	-1	2	-1	-3	-4	-5	3
CCOc1cc(-c2nnn(CC(=O)N3CCCCC3)n2)ccc1OC	-2	-2	-3	0	-6	-2	-5	2	-18	6
OC(COCCC12CC3CC(CC(C3)C1)C2)CN1CCCC1 (centres undefined)	-3	-4	-4	0	-3	-2	-2	-2	11	-3
C=CCn1c(CCNC(=O)c2ccccc2F)nnc1SCC(=O)Nc1ccc(OC)cc1	-7	-5	8	-1	4	0	-11	-9	-20	-4
CCN(C(=O)CN1C(=O)NC(CCSC)C1=O)C1CCS(=O)(=O)C1 (centres undefined)	-10	1	0	10	1	4	-4	-1	-2	-3
O=[N+]([O-])c1ccc(COc2cccc3cccnc23)cc1	2	3	3	1	6	2	0	4	8	-4
CCOc1ccccc1C(=O)Nc1ccccc1-c1ccccc1	-2	-2	-1	-34	-1	-1	-5	-6	-7	-2
Cc1cccn2c(=O)c3cc(C(=O)NCCc4ccccc4)c(=N)n(CCCn4ccnc4)c3nc12	11	8	0	1	-7	-1	6	-4	-8	1
COC(=O)CSc1nnc(C2COc3ccccc3O2)n1-c1ccccc1 (centres undefined)	2	-4	-1	0	-5	-14	1	2	-15	0
C[C@H](CO)N1C[C@H](C)[C@H](CN(C)C(=O)Nc2ccccc2F)OCc2cnnn2CCCC1=O	1	0	-2	1	3	-2	6	4	-1	-7
COc1ccc(-c2ccc(-c3noc(C)n3)c(OC)n2)cc1	1	0	0	-4	0	-6	-6	-5	-10	5
NS(=O)(=O)c1ccc(NC(=S)N2CCC(Cc3ccccc3)CC2)cc1	-3	18	10	-4	9	1	2	-1	10	-4
CCC(C)Cn1cnc2c(SCc3ccccc3F)nc(N)nc21 (centres undefined)	-1	0	-8	-11	-2	12	-8	3	-12	2
Cc1cc(=O)oc2cc(OC(C)C(=O)NCCc3ccc(S(N)(=O)=O)cc3)ccc12 (centres undefined)	-1	2	0	0	2	-5	-5	1	-21	3
CCOc1cc(C(N)=O)cc(Cl)c1OCc1ccccc1	-2	-3	-6	-4	0	9	-3	-8	14	0
